# Assay outcomes as filed in PubChem.
# PLCg1 inh = PLC-gamma1 (human) inhibition, primary screen. 370,000 tested, 0.84% active. purified PLC-gamma1, fluorogenic substrate, fluorescence. inhibition, % at 12.2 µM. P19174; in the data active means inhibition above about 9.5%
# TDP2 absorb = blocks human TDP2 phosphodiesterase activity | O95551 | recombinant TDP2, T5PNP hydrolysis, p-nitrophenol absorbance 415 nm | inhibition, % at 12.8 µM | 370,000 tested, 0.34% active | AID 720702;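 active means inhibition above the mean of all tested compounds plus 3 SD, set per campaign, cut at about 25% in these data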;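 further: 0% = DMSO with enzyme and 100% = buffer with substrate but no TDP2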
#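 test system = human TDP2 enzyme | input = TDP2 enzyme at 120 nM final | medium = 50 mM Tris-HCl pH 7.5 with Mg2+, KCl, DTT, BSA | also added = T5PNP substrate, 5 mM | times = 2 h at 37 °C | technique = epi absorbance | benchmarks = high control without enzyme, low control DMSO plus TDP2 | replication = each compound tested once, singlicate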
# ADAM17 inh = inhibitors of human ADAM17; P78536; recombinant ADAM17, EDANS/DABCYL FRET peptide cleavage; inhibition, % at 6.95 µM; 370,000 tested, 0.83% active;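 active means inhibition above the mean of compounds lying between control limits plus 3 SD, set per campaign, cut at about 8.5% in these data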;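 further: 0% = DMSO-only wells as the low control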
# SIAE primary = human SIAE inhibition, primary screen. SIAE FP-Rh probe binding, fluorescence polarization. inhibition, % at 9.66 µM. 370,000 tested, 0.69% active;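 active means inhibition above a cutoff: mean of compounds within the control limits plus 3 SD of those, cut at about 17% in these data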;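 further: 0% = plate median of compound wells and 100% = probe without SIAE protein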
# ARFGAP1 inhibitor = rat ARFGAP1 inhibition. Arfgap1-stimulated ARF1 GTP hydrolysis, GDP FP detection. inhibition, % at 16.5 µM. 360,000 tested, 0.26% active;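 active means inhibition above a per-plate limit, mean inhibition of low control wells plus 3 SD, cut at about 25% in these data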;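 further: 0% = DMSO wells with enzyme and 100% = wells lacking Arfgap1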
#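 Replicates: Single well per compound | Assay system: Truncated rat Arfgap1 GAP domain | Control set: No-Arfgap1 wells (100%) versus DMSO full-reaction wells (0%) | Times: Enzyme reaction 120 min at 25 °C after 20 min preincubation | Reagent: Human ARF1(Δ1-17)-GTP substrate | Measured by: Tracer-displacement fluorescence polarization with EDTA stop, 620/688 nm | Measure: Percent inhibition of Arfgap1-stimulated GTP hydrolysis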
# PLC-beta3 inh = inhibitors of human phospholipase C beta3; Q01970; Purified PLC-beta3, fluorogenic substrate, fluorescence; inhibition, % at 12.2 µM; 370,000 tested, 0.18% active; in the data active means inhibition above about 11%;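 further: 0% = median of compound wells on plate and 100% = full blocker control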
# Target sequence (Q01970 whole entry, looked up): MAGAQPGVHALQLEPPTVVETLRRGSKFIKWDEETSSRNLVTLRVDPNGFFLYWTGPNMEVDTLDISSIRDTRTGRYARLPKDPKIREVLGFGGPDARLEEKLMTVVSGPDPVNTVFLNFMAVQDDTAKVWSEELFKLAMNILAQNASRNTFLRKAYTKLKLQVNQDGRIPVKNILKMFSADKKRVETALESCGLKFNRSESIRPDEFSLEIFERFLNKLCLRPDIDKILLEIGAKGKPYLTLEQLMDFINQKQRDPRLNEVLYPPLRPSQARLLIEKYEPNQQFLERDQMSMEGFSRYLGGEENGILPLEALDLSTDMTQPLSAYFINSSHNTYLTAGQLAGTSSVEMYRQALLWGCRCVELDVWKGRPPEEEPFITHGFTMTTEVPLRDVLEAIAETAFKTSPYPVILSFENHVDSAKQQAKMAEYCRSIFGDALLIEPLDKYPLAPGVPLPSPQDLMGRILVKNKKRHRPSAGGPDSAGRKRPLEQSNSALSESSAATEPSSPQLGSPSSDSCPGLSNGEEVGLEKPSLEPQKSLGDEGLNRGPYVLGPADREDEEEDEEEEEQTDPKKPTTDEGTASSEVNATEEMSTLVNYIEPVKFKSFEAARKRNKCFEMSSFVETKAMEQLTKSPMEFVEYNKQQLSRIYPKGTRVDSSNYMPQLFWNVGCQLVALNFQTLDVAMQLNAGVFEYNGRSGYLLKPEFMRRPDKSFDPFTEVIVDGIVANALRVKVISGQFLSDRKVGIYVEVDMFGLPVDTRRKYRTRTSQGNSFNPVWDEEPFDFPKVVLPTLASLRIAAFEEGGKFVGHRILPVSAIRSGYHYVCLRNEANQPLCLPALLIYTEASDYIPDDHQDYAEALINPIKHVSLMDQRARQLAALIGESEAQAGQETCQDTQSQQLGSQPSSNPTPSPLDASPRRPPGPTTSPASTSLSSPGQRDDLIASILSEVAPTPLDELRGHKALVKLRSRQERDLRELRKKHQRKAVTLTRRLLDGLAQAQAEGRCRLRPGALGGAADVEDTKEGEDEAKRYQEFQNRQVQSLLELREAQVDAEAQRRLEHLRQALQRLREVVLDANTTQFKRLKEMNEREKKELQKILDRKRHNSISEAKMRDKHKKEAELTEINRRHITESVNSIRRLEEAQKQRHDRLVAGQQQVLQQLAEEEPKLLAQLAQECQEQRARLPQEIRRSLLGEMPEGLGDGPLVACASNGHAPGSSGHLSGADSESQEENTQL
# DDE Tn6 FP inh = inhibitors of Tn6 peptide binding to human fibrin DD(E) | 370,000 tested, 0.21% active | Fibrin DD(E) TRITC-Tn6 fluorescence polarization displacement | P02675 | inhibition, % at 8.3 µM;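 active means inhibition above a per-campaign cutoff: mean of compounds within control limits plus 3 SD, cut at about 15% in these data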;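 further: 0% = median of all compound wells on the plate and 100% = blocking peptide control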
# Tn7 DDE FP = DD(E)-Tn7 binding inhibition, primary FP screen. FP displacement of FITC-Tn7 peptide from fibrin DD(E); 0% = median of compound wells per plate. inhibition, % at 8.3 µM. 370,000 tested, 0.13% active;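 active means inhibition above the mean of compounds falling within the control limits plus 3 SD of them, cut at about 14% in these data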;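 further: 0% = plate median of compound wells and 100% = 10 µM Aha-Tn7 peptide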
#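 Assay system: human fibrin DD(E). Input: DD(E) 2 µM final. Medium: Tris buffer with calcium and detergent, pH 7.8. Compound dosing: single point at 8.3 µM. Timing: 10 min plus 3 h, room temperature. Technique: fluorescence polarization of the labelled Tn7 tracer. Read-out: percent inhibition. Replicates: singlicate testing.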
# ADAM10 inh = inhibits human ADAM10; O14672; recombinant ADAM10, EDANS/DABCYL FRET peptide cleavage, 3 h; inhibition, % at 7 µM; 370,000 tested, 0.62% active; AID 720582;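 active means inhibition above a per-campaign cutoff equal to the mean of compounds falling between control-based bounds plus 3 SD, cut at about 20% in these data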;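 further: 0% = DMSO wells while the 100% control is not disclosed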
# ASAP1 GAP inh = ASAP1 ArfGAP inhibition; Q9ULH1; 360,000 tested, 0.19% active; inhibition, % at 16.5 µM; ASAP1-stimulated ARF1 GTP hydrolysis, GDP FP detection; AID 624377; in the data active means inhibition above about 25%;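 further: 0% = vehicle with enzyme and substrate and 100% = no enzyme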
# * hit, by the source's call; nt = no result given. No enrichment for hits; overall some 3.6% were active at least once.
SMILES,PLCg1 inh,TDP2 absorb,ADAM17 inh,SIAE primary,ARFGAP1 inhibitor,PLC-beta3 inh,DDE Tn6 FP inh,Tn7 DDE FP,ADAM10 inh,ASAP1 GAP inh
CC(C)(C)c1cnnn1-c1ccc(C=O)cc1,-1,2,-3,-3,-7,-3,5,7,3,-1
COc1ccc(-c2sc3ccccc3c2/C=C/c2ccc(OC)c(OC)c2)cc1,-193,2,-43,-3,-8,-280,8,-8,-188,-9
Cc1ccc2c(c1)c(-c1ccccc1)nc1nnnn12,-2,1,-7,-6,7,-8,-7,2,-6,1
CCOC(=O)N1CCC(NC(=O)CCc2nc(-c3ccccc3F)no2)CC1,-1,-6,-3,-1,12,0,8,-1,-8,5
O=c1[nH]c(Cc2ccc(Cl)cc2)nc2ccccc12,-3,3,-1,-1,-3,2,6,10,-3,5
Cc1cccc(NC(=O)CN2CCN(C(=O)C(C)Oc3ccc(C#N)cc3)CC2)c1C (stereo not drawn),2,-1,-9,20*,2,-4,1,10,-11,-3
Cc1[nH]c2ccc(F)cc2c1CCN(Cc1ccco1)C(=S)NC(C)(C)C,1,1,1,4,6,-5,7,-4,1,-4
COc1ccc(NC(=O)CSc2nccn2Cc2ccccc2)c(OC)c1,3,-11,-7,6,6,-9,4,4,-10,5
COc1ccc(C)cc1NC(=O)CCCN1C(=O)CCC1=O,-2,-1,-6,6,-1,1,-3,7,-3,3
CN(C(=S)NC(=O)c1ccc(Br)o1)c1ccccc1,6,-9,5,5,4,3,7,-10,0,6
CCCn1c(CN2CCN(C(=O)OCC)CC2)nc2cc(NC(C)=O)ccc21,-10,10,-3,6,-2,-9,-4,-1,-17,6
CCOC(=O)C1=C(O)C(=O)NC(c2ccccc2)=C(OC2CCCCC2)C1,-18,-10,0,0,-8,-14,0,-5,-17,-7
O=C(NC(=S)Nc1ccccc1N1CCCC1)c1ccco1,-33,38*,-7,10,8,-37,3,-4,-22,10
Cc1ccc(NC(=S)N2CCc3[nH]c4ccccc4c3C2)cc1,-4,7,-3,5,16,-13,3,-1,-6,0
COc1ccccc1N1CCN(C(=O)c2c(-c3ccccc3)noc2C)CC1,5,-8,-4,2,5,3,0,3,-1,2
CCOC(=O)/C(=C/Nc1ccc(F)cc1)[N+](=O)[O-],0,4,-4,2,11,-5,1,7,1,0
O=C(N=C1SC2CS(=O)(=O)CC2N1Cc1ccc(F)cc1)C1CC1 (stereo not drawn),3,7,-8,8,-5,-8,5,3,-8,-4
O=C(COc1ccc(S(=O)(=O)N2CCCCC2)cc1)NC1CCCCC1,4,3,2,0,-15,3,-7,-5,-4,3
CC(C)OC(=O)c1cc2c(=O)[nH]c(C(Cl)(Cl)Cl)nc2o1,0,13,-11,6,5,-9,-2,1,-29,8
CCOCCCNC(=O)Cc1ccc(-n2c(CC)nc3cccnc32)cc1,-9,-13,-14,0,-9,-17,-1,-5,-29,-3

# Arranged by molar mass (rising): 15 of the compounds above
SMILES,PLCg1 inh,TDP2 absorb,ADAM17 inh,SIAE primary,ARFGAP1 inhibitor,PLC-beta3 inh,DDE Tn6 FP inh,Tn7 DDE FP,ADAM10 inh,ASAP1 GAP inh
CCOC(=O)/C(=C/Nc1ccc(F)cc1)[N+](=O)[O-],0,4,-4,2,11,-5,1,7,1,0
Cc1ccc2c(c1)c(-c1ccccc1)nc1nnnn12,-2,1,-7,-6,7,-8,-7,2,-6,1
O=c1[nH]c(Cc2ccc(Cl)cc2)nc2ccccc12,-3,3,-1,-1,-3,2,6,10,-3,5
COc1ccc(C)cc1NC(=O)CCCN1C(=O)CCC1=O,-2,-1,-6,6,-1,1,-3,7,-3,3
O=C(NC(=S)Nc1ccccc1N1CCCC1)c1ccco1,-33,38*,-7,10,8,-37,3,-4,-22,10
Cc1ccc(NC(=S)N2CCc3[nH]c4ccccc4c3C2)cc1,-4,7,-3,5,16,-13,3,-1,-6,0
CN(C(=S)NC(=O)c1ccc(Br)o1)c1ccccc1,6,-9,5,5,4,3,7,-10,0,6
CCOCCCNC(=O)Cc1ccc(-n2c(CC)nc3cccnc32)cc1,-9,-13,-14,0,-9,-17,-1,-5,-29,-3
O=C(N=C1SC2CS(=O)(=O)CC2N1Cc1ccc(F)cc1)C1CC1 (stereo not drawn),3,7,-8,8,-5,-8,5,3,-8,-4
CCOC(=O)C1=C(O)C(=O)NC(c2ccccc2)=C(OC2CCCCC2)C1,-18,-10,0,0,-8,-14,0,-5,-17,-7
COc1ccccc1N1CCN(C(=O)c2c(-c3ccccc3)noc2C)CC1,5,-8,-4,2,5,3,0,3,-1,2
COc1ccc(NC(=O)CSc2nccn2Cc2ccccc2)c(OC)c1,3,-11,-7,6,6,-9,4,4,-10,5
CCCn1c(CN2CCN(C(=O)OCC)CC2)nc2cc(NC(C)=O)ccc21,-10,10,-3,6,-2,-9,-4,-1,-17,6
Cc1[nH]c2ccc(F)cc2c1CCN(Cc1ccco1)C(=S)NC(C)(C)C,1,1,1,4,6,-5,7,-4,1,-4
CCOC(=O)N1CCC(NC(=O)CCc2nc(-c3ccccc3F)no2)CC1,-1,-6,-3,-1,12,0,8,-1,-8,5

# (next part)
SMILES,PLCg1 inh,TDP2 absorb,ADAM17 inh,SIAE primary,ARFGAP1 inhibitor,PLC-beta3 inh,DDE Tn6 FP inh,Tn7 DDE FP,ADAM10 inh,ASAP1 GAP inh
CC(C)CN1C(=O)c2ccc(C(=O)Nc3ccccn3)cc2C1=O,0,-8,-4,-9,7,0,-7,0,-5,10
CC(=O)Nc1ccc(Nc2ncnc3c2nnn3Cc2ccccc2Cl)cc1,-33,2,5,-3,14,-43,-6,-1,-3,-3
O=C(COC(=O)C12CC3CC(CC(O)(C3)C1)C2)Nc1ccc(Br)cc1F,-1,-5,1,-6,-5,-3,-4,-1,2,11
CC(=O)c1c(OCC(=O)N(C)C2CCCCC2)ccc2c(C)cc(=O)oc12,-4,-7,-11,0,-1,-12,-7,-7,-53,9
Cc1ncsc1CCOC(=O)c1ccccc1,-2,12,-4,-4,8,-1,3,3,-2,0
Cc1ccc(C2c3[nH]c4ccccc4c3C[C@H]3C(=O)N(c4ccccc4C(=O)N4CCC[C@H]4C(=O)O)C(=O)N23)cc1 (stereo partly drawn),-12,4,-3,-12,-4,-14,0,5,-16,3
COc1ccc(C(=O)C2CCCN(C(=O)c3ccoc3C)C2)cc1F (stereo not drawn),9,-20,-1,-6,-4,4,0,1,7,3
O=C(Nc1ccccc1F)c1oc2ccccc2c1NC(=O)C1CC1,0,9,-1,-5,-8,-5,6,4,-3,5
O=S(=O)(/C=C/c1ccccc1)N1CCN(c2nc(-c3ccccc3)nc3ccccc23)CC1,-1,6,-6,-3,12,-7,-7,-10,-8,-6
O=C(NCCCCNCCCNC(=O)c1ccccc1)c1ccccc1,2,-1,-3,1,-5,0,-4,5,-10,8
Cc1cc2nc(-c3cccc(Br)c3)c(CC3CCCCC3)n2c(C)c1Br,-1,-6,-3,-2,-2,-5,-1,-2,-3,6
CC(C)NC(=O)C1(C)CCN1C(=O)c1ccc(F)c(Cl)c1 (stereo not drawn),-1,5,-3,4,-6,3,-6,-4,0,6
Nn1cnc2c(c1=O)C1(CCCCC1)Cc1ccccc1-2,0,1,3,-1,8,2,1,-4,0,-9
NC(=O)c1ccccc1-c1noc(-c2ccccc2F)n1,1,-6,-2,-1,nt,2,2,-2,-3,nt
O=S(=O)(Nc1nc2ccc(S(=O)(=O)N3CCCC3)cc2s1)c1ccc(F)cc1,-7,8,-1,-22,-12,-14,-1,2,-1,-4
CCc1ccc(NC(=O)COn2nnc3ccc(S(=O)(=O)N(C)C)cc32)cc1,4,5,1,-7,-10,-1,-3,-1,4,-16
COc1cc2ccccc2cc1C(=O)Nc1ccccc1C,-4,-5,-4,-2,10,-14,2,3,-21,-2
N/C(=N\OC(=O)CCC1CCCC1)c1ccc(Br)cc1,-2,2,-8,7,0,-4,2,-1,2,6
Cc1noc(C)c1COC(=O)CCN1c2ccccc2Sc2ccccc21,-3,0,-1,16,9,-3,-5,2,8,-11
Cn1c(=O)cc(SCC(=O)NCc2ccc(F)cc2)c2ccccc21,3,7,-8,3,5,2,-4,4,-24,-4
O=C(Nc1nccs1)c1cc(-c2ccco2)nc2ccccc12,-248,2,-56,4,-1,-282,4,4,-199,-3
O=C(/C=C/c1ccco1)NCC1COc2ccccc2O1 (stereo not drawn),-6,-7,-3,-10,4,-14,-6,4,-10,-8
COc1ccc(N2C(=NC(=O)C3CCCCC3)SC3CS(=O)(=O)CC32)c(OC)c1 (stereo not drawn),2,-9,3,5,5,-8,-2,-8,-7,3
CCCOc1ccc(C2C(=O)N(C3CCCCCC3)CC(=O)N2Cc2ccco2)cc1OC (stereo not drawn),4,1,0,8,-6,6,-4,-7,3,18
C[C@@H]1OCN(C)[C@H]2C[C@H]3c4[nH]c5cccc(-c6ccccc6)c5c4CCN3C[C@@H]12,-210,4,-32,-8,nt,-260,-10,0,-101,nt
Cc1cccc(NS(=O)(=O)c2ccc(-n3cccn3)cc2)c1C,1,-4,-1,-1,18,-7,-2,-3,1,-13
